# Rab7 wt modul: modulators of GTP binding to Rab7, primary screen, biochemical, wildtype, multiplex bead flow cytometry; AID 758, 2007; GST-Rab7 beads, fluorescent GTP binding; actives lie on both sides; untreated = 100%, excess cold GTP = 0%; Rab7 GTPase wild type (dog), Bodipy-FL-GTP binding; 190,000 compounds, 0.055% hits; GTP binding activity (percent of control), % at 10 µM;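 active = fluorescent GTP binding to Rab7 beads changed by at least 20 points from the 100% baseline, either direction, mostly lower; inconclusive = compound itself probably fluorescent, or too few beads counted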;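 note: median green fluorescence of bound Bodipy-FL-GTP per Rab7 bead population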
# Mcl1-Bid inh: Mcl-1/Bid binding inhibitors, primary screen, biochemical, TR-FRET, 1536-well | TR-FRET Mcl-1/Bid-Dy647 peptide binding | Induced myeloid leukemia cell differentiation protein Mcl-1 (Homo sapiens), Q07820 | 220,000 compounds, 0.97% hits | inhibition, % at 21.7 µM | AID 1021, 2008;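 active = compounds that cut the binding signal by more than half at the single screening dose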;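 note: His-tagged Mcl-1 with europium anti-His antibody binding Bid BH3 peptide; 0% = Mcl-1 plus peptide wells and 100% = peptide-only wells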
# Target sequence (Q07820 whole entry, looked up): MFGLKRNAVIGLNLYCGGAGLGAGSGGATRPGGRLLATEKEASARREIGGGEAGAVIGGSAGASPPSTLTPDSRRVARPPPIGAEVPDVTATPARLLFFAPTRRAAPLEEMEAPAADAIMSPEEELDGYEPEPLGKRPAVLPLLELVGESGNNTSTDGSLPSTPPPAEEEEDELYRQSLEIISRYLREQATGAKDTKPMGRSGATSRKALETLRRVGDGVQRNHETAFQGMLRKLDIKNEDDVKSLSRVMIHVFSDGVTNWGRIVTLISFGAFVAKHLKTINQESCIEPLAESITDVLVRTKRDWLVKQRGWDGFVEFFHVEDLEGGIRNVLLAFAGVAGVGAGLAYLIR
# Rab2 wt GTP: modulators of GTP binding to Rab2A wildtype, primary screen, biochemical, dog, bead-based flow cytometry, multiplex. Ras-related protein Rab-2A (Canis lupus familiaris), P61105. 190,000 compounds, 0.19% hits. AID 760, 2007. GST-Rab2 wt beads, Bodipy-GTP binding. GTP binding activity, % at 10 µM;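 active = GTP binding activity at least 20 points away from 100%, either lowered or raised; inconclusive = signal likely due to the compound's own green fluorescence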;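 note: 0% = beads with excess unlabeled GTP and 100% = no-compound control corrected for plate trend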
# RGS8-Gao: RGS8-Galphao binding modulators, primary screen, biochemical, multiplexed bead flow cytometry; Guanine nucleotide-binding protein G(o) subunit alpha (Homo sapiens), P09471; actives lie on both sides; response (percent of control binding), % at 10 µM; 220,000 compounds, 0.34% hits; AID 1423, 2008; in the data active = response below about 60% or above about 140%; inactive = in between;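 note: Galphao activated as the GDP aluminium fluoride complex binding bead-coupled RGS8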
# Target sequence (P09471 whole entry, looked up): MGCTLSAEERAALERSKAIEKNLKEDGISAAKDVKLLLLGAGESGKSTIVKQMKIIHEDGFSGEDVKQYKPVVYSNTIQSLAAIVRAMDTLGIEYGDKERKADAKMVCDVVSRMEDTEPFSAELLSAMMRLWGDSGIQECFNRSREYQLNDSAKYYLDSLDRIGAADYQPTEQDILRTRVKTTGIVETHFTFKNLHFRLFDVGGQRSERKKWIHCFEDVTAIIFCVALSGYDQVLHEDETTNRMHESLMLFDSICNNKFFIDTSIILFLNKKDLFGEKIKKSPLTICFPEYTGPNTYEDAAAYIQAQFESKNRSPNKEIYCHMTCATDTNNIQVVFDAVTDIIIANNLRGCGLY
# Cdc42 wt GTP: modulators of GTP binding to wildtype Cdc42, primary screen, biochemical, multiplex bead flow cytometry, Bodipy-GTP; GST-Cdc42 beads; actives lie on both sides; percent activity (GTP binding), % at 10 µM; 190,000 compounds, 0.2% hits; AID 761, 2007; Cell division control protein 42 homolog (Homo sapiens), P60953;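 active = percent activity GTP binding at least 20 points away from the 100% baseline, either down as inhibitor or up as activator; inconclusive = compound flagged as likely green fluorescent from well-wide comparison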;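 note: median bead fluorescence of bound Bodipy-FL-GTP at 100 nM; 0% = excess unlabeled GTP control and 100% = no compound control; below 100% means less GTP binding so inhibitor and above means activator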
# Target sequence (P60953 whole entry, looked up): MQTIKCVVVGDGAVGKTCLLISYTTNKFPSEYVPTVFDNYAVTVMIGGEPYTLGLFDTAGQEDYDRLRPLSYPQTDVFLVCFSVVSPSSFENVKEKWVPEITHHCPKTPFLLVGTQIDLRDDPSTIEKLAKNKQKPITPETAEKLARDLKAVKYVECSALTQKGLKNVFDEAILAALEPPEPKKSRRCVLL
# Rac1 wt modul: wildtype Rac1 GTP binding modulators, primary screen, biochemical, GST-Rac1 beads, flow cytometry, multiplex; Ras-related C3 botulinum toxin substrate 1 (Homo sapiens), P63000; fluorescent GTP binding; actives lie on both sides; 0 = cold GTP competed, 100 = untreated; GTP binding activity (% of control), % at 10 µM; 190,000 compounds, 0.27% hits;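 active = GTP binding activity at least 20 points away from the 100% control level, either lower or higher; inconclusive = compound flagged as likely green fluorescent, judged across all proteins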
# HRas wt GTP bind: modulators of GTP binding to HRas wildtype, primary screen, biochemical, bead-based flow cytometry, multiplex; GST-Ras wt beads, Bodipy-FL-GTP binding; actives lie on both sides; GTP binding activity, % at 10 µM; 190,000 compounds, 0.14% hits;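 active = GTP binding activity at least 20% away from the 100% baseline, either lowered as inhibitor or raised as activator; inconclusive = flagged as likely green fluorescent, judged across all proteins in the well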;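 note: 0% = unlabeled GTP competition control and 100% = no-compound control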
# Mcl1 Noxa PPI: Mcl-1/Noxa binding inhibitors, primary screen, biochemical, TR-FRET, 1536-well; Induced myeloid leukemia cell differentiation protein Mcl-1 (Homo sapiens), Q07820; 220,000 compounds, 1.5% hits; inhibition, % at 21.7 µM; TR-FRET Mcl-1/Noxa peptide binding, 2 h;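 active = compounds that cut the protein-peptide binding signal by more than 50% relative to plate controls in a single-dose test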;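 note: His-tagged Mcl-1 with rhodamine Noxa BH3 peptide and terbium anti-His antibody; 0% = Mcl-1 plus Noxa peptide wells and 100% = peptide-only wells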
# Mcl-1 Bim block: inhibitors of Bim peptide binding to Mcl-1, primary screen, biochemical, bead-based flow cytometry, multiplex | Induced myeloid leukemia cell differentiation protein Mcl-1 (Homo sapiens), Q07820 | Bim peptide-Mcl-1 binding | inhibition, % at 10 µM | 190,000 compounds, 0.1% hits | AID 1009, 2008; in the data active = inhibition above about 40%;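 note: 0% = no compound tracer wells and 100% = peptide blocker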
# Pf gamet viab: late stage P. falciparum gametocyte viability inhibitors, primary screen, ATP luminescence, HTS; inhibition, % at 10.9 µM; 150,000 compounds, 0.065% hits; P. falciparum stage V gametocytes, 24 h;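 active = inhibition above the mean plus 3 SD of compounds within the control limits, set per campaign, cut at about 38% in these data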;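 note: 0% = DMSO wells and 100% = medium only without gametocytes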
# Rac1 mut GTP: GTP binding modulators of activated mutant Rac1, primary screen, biochemical, bead-based flow cytometry, multiplex, fluorescent GTP; Ras-related C3 botulinum toxin substrate 1 (Homo sapiens), P63000; percent activity (GTP binding), % at 10 µM; 190,000 compounds, 0.11% hits; GST-Rac1 activated beads; actives lie on both sides; 100% means binding = to untreated wells;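 active = GTP binding at least 20 percentage points away from the 100% baseline, in either direction, so actives lie on both sides; inconclusive = Compound likely fluorescent itself, or too few beads counted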
# Active calls of the source: *; ? = inconclusive; / = not tested or not shown. Only part of the results is shown; count on the stated rates, not on these rows.
SMILES,Rab7 wt modul,Mcl1-Bid inh,Rab2 wt GTP,RGS8-Gao,Cdc42 wt GTP,Rac1 wt modul,HRas wt GTP bind,Mcl1 Noxa PPI,Mcl-1 Bim block,Pf gamet viab,Rac1 mut GTP
N#CC1=C(N)Oc2c(c(=O)oc3ccccc23)C1c1cccnc1 (stereo not drawn),102.0,-18.9,100.0,106.4,96.0,96.0,101.0,-0.9,-3.0,-38.3,97.0
CC(C)[C@@]1(NC(=O)[C@@H]2C=C3c4cccc5[nH]cc(c45)C[C@H]3N(C)C2)O[C@@]2(O)[C@@H]3CCCN3C(=O)[C@H](Cc3ccccc3)N2C1=O,98.0,-9.3,104.0,96.8,98.0,100.0,100.0,24.2,5.0,/,100.0
O=c1[nH]c(=O)n(CCc2ccccc2)c(O)c1C=NCCN1CCNCC1,101.0,0.1,102.0,100.8,100.0,105.0,103.0,-1.9,-3.0,/,99.0
O=c1c2ccccc2ncn1-c1ccc([N+](=O)[O-])c(C(F)(F)F)c1,?,-12.2,?,100.9,?,?,?,19.0,-4.0,9.6,?
Cc1ccc(NP(=O)(Oc2ccccc2F)Oc2ccccc2F)cc1C,97.0,-38.5,95.0,82.5,95.0,99.0,100.0,15.2,-25.0,-21.6,99.0
COc1ccc(C(=O)C2(C)N(O)C(C)C(c3cccs3)=[N+]2[O-])cc1 (stereo not drawn),99.0,11.2,99.0,102.7,96.0,99.0,96.0,-1.7,-10.0,/,97.0
CCCCn1c(NS(=O)(=O)c2ccccc2)c(C(=O)OCC)c2nc3ccccc3nc21,93.0,5.3,86.0,102.1,90.0,87.0,88.0,6.3,-1.0,24.6,88.0
C=CCn1c(O)c(C(C)=NCc2ccco2)c(=O)[nH]c1=O,96.0,-2.8,98.0,99.1,98.0,100.0,100.0,-1.0,-2.0,16.7,97.0
CCN(CC)P(c1n(C)cc[n+]1C)N(CC)CC,98.0,-17.0,100.0,98.5,99.0,99.0,98.0,17.7,-1.0,/,93.0
O=C1/C(=C/c2cccnc2)N2CCC1CC2,104.0,-3.9,101.0,101.4,103.0,104.0,100.0,1.8,0.0,-37.1,92.0
CCCc1nc2ccccc2c(=O)n1-c1ccc(OC)cc1,100.0,-25.8,101.0,87.6,100.0,106.0,100.0,-18.8,-4.0,/,100.0
C=CCn1c(O)c(C(C)=NCCC2=CCCCC2)c(=O)[nH]c1=O,102.0,-1.2,104.0,105.0,98.0,105.0,103.0,-1.3,-1.0,/,98.0
COc1ccc(CN2CCCC(C(=O)c3sccc3C)C2)cc1O (stereo not drawn),96.0,-41.3,98.0,101.6,98.0,98.0,97.0,10.1,2.0,-39.8,96.0
COC(=O)CCCCC1SCC(NC(=O)c2ccccc2)C1Cl (stereo not drawn),105.0,18.6,96.0,107.0,93.0,98.0,97.0,22.8,-3.0,15.6,94.0
CN1CCc2nc3sc(C#N)c(N)c3c(-c3cccs3)c2C1,94.0,-36.0,97.0,95.6,98.0,95.0,98.0,10.7,0.0,/,95.0
CC(C)(C)C(=O)OC[N+](C)(C)CCOC(=O)C(O)(c1ccccc1)C1CCCC1 (stereo not drawn),99.0,-36.1,97.0,105.0,94.0,97.0,98.0,7.6,1.0,2.5,95.0
Cc1ccc(-n2c(O)c(/C=N/NC(=O)c3ccncc3)c(=O)[nH]c2=O)cc1,97.0,-39.5,98.0,110.1,97.0,98.0,96.0,-40.0,-2.0,6.0,99.0
Nc1c2c(nc3sc4c(c13)CCCCC4)CCCC2,95.0,-53.9,98.0,96.5,98.0,102.0,99.0,26.8,-3.0,-15.4,100.0
CC(=O)C1C(=O)NC23CCCCC2C1c1ccccc1O3 (stereo not drawn),?,3.5,?,98.7,?,?,?,-10.4,-1.0,/,?
COc1ccccc1OCC(=O)N1CCN(Cc2ccc3c(c2)OCO3)CC1,98.0,-31.7,97.0,104.6,95.0,98.0,97.0,6.9,0.0,/,97.0
COc1ccc(C2SCC(=O)Nc3c2c(C)nn3-c2ccccc2)cc1OC (stereo not drawn),104.0,-4.5,103.0,98.2,104.0,105.0,104.0,13.3,-8.0,-20.5,102.0
O=C(/C=C/c1ccccc1)NCCc1cnc[nH]1,?,-16.0,97.0,109.0,96.0,100.0,97.0,5.1,0.0,/,95.0
CCC(=O)OC1(c2ccccc2)C(C)CN(C)CC1C (stereo not drawn),97.0,-23.6,97.0,103.0,97.0,98.0,95.0,-8.3,0.0,-1.9,96.0
O=C1CCCN1C(=O)c1cncc(Br)c1,102.0,0.8,99.0,98.8,98.0,102.0,97.0,1.7,1.0,-16.0,96.0
CCSc1nnc(C(N)Cc2ccccc2)o1 (stereo not drawn),107.0,5.4,105.0,102.5,107.0,107.0,106.0,23.7,-1.0,10.2,103.0

# The final 2 records of the part above lead into the next:
SMILES,Rab7 wt modul,Mcl1-Bid inh,Rab2 wt GTP,RGS8-Gao,Cdc42 wt GTP,Rac1 wt modul,HRas wt GTP bind,Mcl1 Noxa PPI,Mcl-1 Bim block,Pf gamet viab,Rac1 mut GTP
O=C1CCCN1C(=O)c1cncc(Br)c1,102.0,0.8,99.0,98.8,98.0,102.0,97.0,1.7,1.0,-16.0,96.0
CCSc1nnc(C(N)Cc2ccccc2)o1 (stereo not drawn),107.0,5.4,105.0,102.5,107.0,107.0,106.0,23.7,-1.0,10.2,103.0
CN(C)C(Cc1ccccc1)C(=O)c1ccc(-c2ccccc2)cc1 (stereo not drawn),101.0,-7.5,101.0,114.2,101.0,103.0,101.0,0.9,-2.0,/,100.0
Cc1ccc(-n2c(O)c(C=Nc3ccc(S(N)(=O)=O)cc3)c(=O)[nH]c2=O)cc1,96.0,-22.1,93.0,103.7,92.0,90.0,93.0,7.0,-3.0,8.6,93.0
Cn1c(O)c(C(=N)COc2cccc(Cl)c2)c(=O)n(C)c1=O,100.0,16.6,98.0,101.7,98.0,99.0,98.0,-389.1,-4.0,-62.3,98.0
CC(C)Cn1cc(C(=O)N2CCC3(CC2)OCCO3)c2c3ccccc3n(C)c2c1=O,104.0,-9.8,105.0,101.4,103.0,102.0,105.0,5.8,0.0,/,100.0
Nc1cc(Cl)c2nonc2c1[N+](=O)[O-],99.0,-11.6,96.0,98.6,95.0,98.0,95.0,26.6,-6.0,/,92.0
CCNC(=S)N1CCn2cccc2C1c1cccnc1 (stereo not drawn),105.0,-40.5,99.0,103.8,96.0,99.0,101.0,5.3,2.0,27.3,95.0
CNP1(NC)=Nc2nn(-c3ccccc3)c(N)c2C(c2ccccc2)=N1,104.0,-27.8,103.0,96.7,107.0,108.0,104.0,8.0,1.0,/,104.0
Cc1cc(C)c(S(=O)(=O)NCC2CCC(C(=O)N3CCC4(CC3)OCCO4)CC2)c(C)c1 (stereo not drawn),106.0,1.6,103.0,102.5,104.0,106.0,104.0,5.0,0.0,-23.3,102.0
Cc1cccc(-n2c(-c3ccc([N+](=O)[O-])cc3)nc3ccccc3c2=O)c1,98.0,-15.4,99.0,99.1,102.0,105.0,100.0,6.9,-3.0,1.9,99.0
O=C1NS(=O)c2cc([N+](=O)[O-])cc([N+](=O)[O-])c21 (stereo not drawn),90.0,-10.2,94.0,98.7,95.0,96.0,93.0,27.7,1.0,/,94.0
CCOC(=O)c1c(/N=C/C2C(=O)NC(=O)NC2=O)sc2c1CCC2,88.0,-28.9,88.0,101.6,88.0,85.0,90.0,6.5,5.0,/,91.0
Cn1c(O)c(/C=N/N2CCCCC2)c(=O)[nH]c1=O,99.0,-9.9,98.0,101.3,100.0,101.0,99.0,7.2,-2.0,-12.1,98.0
CCOC(=O)C1SC2(C(F)(F)C(F)F)CC1(O)c1c(c(OC)c3occc3c1OC)O2 (stereo not drawn),103.0,-19.4,103.0,97.9,105.0,110.0,104.0,10.6,0.0,/,103.0
O=C(Cc1ccccc1)Oc1ccc(N2C(=O)C3CCCCC3C2=O)cc1 (stereo not drawn),97.0,-11.7,98.0,100.0,97.0,104.0,100.0,0.2,1.0,-28.8,99.0
O=C(N/N=C1/CN2CCC1CC2)c1cc2ccccc2cc1O,97.0,-70.6,97.0,100.2,100.0,100.0,99.0,19.1,-2.0,19.2,99.0
Cc1ccc(/C=C2/C(=O)NC(=O)N(CC3CCCO3)C2=O)s1 (stereo not drawn),93.0,-49.5,93.0,95.4,92.0,97.0,93.0,31.5,-7.0,6.7,95.0
CC(C(=O)Nc1ccc(Br)cc1C(=O)c1ccccc1)N1CCCCC1 (stereo not drawn),102.0,-5.1,98.0,101.2,97.0,101.0,100.0,11.4,1.0,-2.0,96.0
Cc1nc2cc(C(F)(F)F)ccc2n1C1CCN(Cc2nnnn2CCc2ccccc2)CC1,101.0,-0.9,99.0,101.2,102.0,105.0,100.0,18.6,-6.0,/,97.0
Cc1cc(C=C2C(=O)NC(=S)NC2=O)c(C)n1-c1ccc2c(c1)OCO2,95.0,-26.4,92.0,94.5,94.0,93.0,94.0,42.9,-11.0,/,88.0
COc1cc2ccc(=O)oc2c2ccoc12,98.0,-1.1,97.0,96.8,97.0,98.0,98.0,-4.3,0.0,-40.1,96.0
CN1C(=O)C(=Cc2ccc(N3CCOCC3)o2)C(=O)N(C)C1=O,100.0,-35.0,99.0,101.1,102.0,102.0,99.0,0.4,-3.0,11.8,98.0
Cc1c(Cl)cccc1NC(=S)N1CC2CC(C1)c1cccc(=O)n1C2 (stereo not drawn),96.0,-54.1,100.0,104.4,101.0,103.0,99.0,1.4,-4.0,11.1,99.0

# Source: PubChem BioAssay
